Tau fibril ThT: qHTS for Inhibitors of Tau Fibril Formation, Thioflavin T Binding | Microtubule-associated protein tau (Homo sapiens), P10636 | recombinant tau K18 P301L, heparin-induced fibrillization, ThT fluorescence | Potency, µM (series often up to 57.4 µM), without a hit: at the highest dose activity, negative = inhibition, actives largely listed as inhibitors | 270,000 tested, 2.1% active | AID 1460, 2008; note: % is set by controls: 0 for no effect and ±100 for the full control effect; nearly all actives have a fitted effect of over 55% in size
Target sequence (P10636 561-689 P618L limits assumed): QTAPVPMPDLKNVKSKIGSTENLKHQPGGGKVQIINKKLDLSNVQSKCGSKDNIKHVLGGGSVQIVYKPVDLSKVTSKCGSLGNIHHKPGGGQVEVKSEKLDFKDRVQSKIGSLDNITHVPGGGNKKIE
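Heparin-induced (20 uM) aggregation of recombinant human K18 P301L tau, 15 uM unlabeled with 0.24 uM labeled, pH 7 acetate buffer, 6 hr at 37 C with compound. Fibrils quantified by 30 uM ThT fluorescence after 1 hr ambient incubation.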
TexasRed fluor: Total Fluorescence Counterscreen for Inhibitors of the Interaction of Thyroid Hormone Receptor and Steroid Receptor Coregulator 2; 280,000 tested, 0.29% active; Potency, µM (titrated, usually from 106 µM), without a hit: top-dose fluorescence change, negative = quenching; TRb/SRC2 Texas Red total fluorescence interference; active = well fitted curve in either direction with a large enough effect; inconclusive = small, poorly fitted or top-dose-only effect; note: % is set by controls: 0 for no effect and ±100 for the full control effect
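Human TRb ligand-binding domain at 0.6 uM with 20 nM Texas Red SRC2 peptide in Tris buffer containing 1 uM T3 and 5% DMSO, incubated with compound 5 h at ambient temperature. Total fluorescence (555/632 nm) calculated as parallel + 2 × perpendicular.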
L3MBTL1 block: qHTS Assay for the Inhibitors of L3MBTL1. 230,000 tested, 0.66% active. Potency, µM (titrated, usually from 57.1 µM), for the others: at the top dose activity, negative = inhibition, usual class: inhibitors. Lethal(3)malignant brain tumor-like protein 1 (Homo sapiens), Q9Y468. AlphaScreen L3MBTL1–H3K9me1 peptide binding. AID 485360, 2010; note: % is set by controls: 0 for no effect and ±100 for the full control effect; nearly all actives have a fitted effect of over 60% in size
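Displacement of a biotinylated histone H3(1-15) peptide monomethylated at Lys9 (75 nM) from L3MBTL1 (50 nM) was measured by AlphaScreen after a 30 min room-temperature compound incubation; cefsulodin titration served as intraplate control.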
Tau fluor cs: Counterscreen qHTS for Inhibitors of Tau Fibril Formation, Fluorescence Polarization; Potency, µM (doses to about 57.7 µM), without a hit: at the highest dose activity change, negative = decrease; tau K18 P301L Alexa594 fluorescence, heparin fibrillization; AID 1463, 2008; 280,000 tested, 0.93% active; note: % is set by controls: 0 for no effect and ±100 for the full control effect; nearly all actives have a fitted effect of over 55% in size
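Human tau K18 P301L (15 uM unlabeled, 0.24 uM Alexa 594-labeled) in 100 mM sodium acetate pH 7 with 20 uM heparin, 6 hr at 37 C. ThT 30 uM added, 1 hr ambient; Alexa 594 FP and total fluorescence read at 555/632 nm.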
Tau FP inhib: qHTS for Inhibitors of Tau Fibril Formation, Fluorescence Polarization. Microtubule-associated protein tau (Homo sapiens), P10636. K18 P301L tau heparin fibrillization, Alexa594 FP, 6 h. Potency, µM (titrated, usually from 57.7 µM), inactives show at the top dose activity, negative = inhibition, actives largely listed as inhibitors. 280,000 tested, 0.39% active. AID 1468, 2008; note: % is set by controls: 0 for no effect and ±100 for the full control effect; nearly all actives have a fitted effect of over 55% in size
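Compound effects on tau fibrillization are measured by Alexa 594 fluorescence polarization (ex 555, em 632 nm). K18 P301L tau is used at 15 uM with 0.24 uM labeled tracer, and 20 uM heparin induces aggregation over 6 hr at 37 C.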
TRb-SRC2 inh: qHTS for Inhibitors of the Interaction of Thyroid Hormone Receptor and Steroid Receptor Coregulator 2 | Potency, µM (highest dose often 106 µM), for inactives: at the highest dose activity change, negative = inhibition, usual class: inhibitors | AID 1469, 2008 | 280,000 tested, 0.065% active | Thyroid hormone receptor beta (Homo sapiens), P10828 | TRbeta-SRC2 peptide binding, fluorescence polarization; receptor liganded with 1 µM T3;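 note: plate controls were bound peptide for no effect and peptide without receptor for full effect; nearly all actives have a fitted effect of over 50% in size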
Target sequence (P10828 whole entry, looked up): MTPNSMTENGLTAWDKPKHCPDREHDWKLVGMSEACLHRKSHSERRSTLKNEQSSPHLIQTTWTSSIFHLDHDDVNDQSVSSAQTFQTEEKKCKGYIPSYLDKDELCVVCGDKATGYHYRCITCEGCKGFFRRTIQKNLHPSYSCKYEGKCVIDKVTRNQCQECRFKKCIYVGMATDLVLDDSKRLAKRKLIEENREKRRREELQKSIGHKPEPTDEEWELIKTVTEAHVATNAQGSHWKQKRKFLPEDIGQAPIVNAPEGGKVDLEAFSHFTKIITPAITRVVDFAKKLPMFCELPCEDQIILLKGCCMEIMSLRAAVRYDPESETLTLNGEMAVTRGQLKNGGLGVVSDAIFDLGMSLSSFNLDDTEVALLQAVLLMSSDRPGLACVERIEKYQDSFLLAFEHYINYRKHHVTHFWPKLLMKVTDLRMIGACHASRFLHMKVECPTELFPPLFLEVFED
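Human TRb LBD (0.6 uM) plus Texas Red-labeled SRC2 peptide (20 nM), 1uM T3, 5% DMSO, 5 hr at ambient temperature. Decreased polarization (555/632 nm) flags inhibition; data normalized to free and bound peptide controls.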
HTT cytoprotect: qHTS Multiplex Assay to Identify Dual Action Probes in a Cell Model of Huntington: Cytoprotection (ATP); PC12 HTT-Q103 induced, cytoprotection, ATP luminescence, 40 h; Potency, µM (titrated, usually from 56.4 µM), inactives show cytoprotection (ATP increase), usual class: activators; 230,000 tested, 0.14% active;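 note: % of control where 0% means no effect; nearly all actives have a fitted effect of over 45% in size; toxic huntingtin expression switched on by the ecdysone agonist tebufenozide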
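Cells were plated at 1500 per well in phenol red-free DMEM with 5% equine and 5% calf serum. Tebufenozide (100 nM final) and compounds were added, then ATPlite reagent, and luminescence was read.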
RECQ1 helicase: qHTS Assay for Inhibitors of RecQ-Like Dna Helicase 1 (RECQ1) | RECQ1 DNA unwinding, red fluorescence kinetic read | 240,000 tested, 0.54% active | AID 2549, 2010 | ATP-dependent DNA helicase Q1 (Homo sapiens), P46063 | Potency, µM (doses to about 57.3 µM), without a hit: at the top dose activity, negative = inhibition, usual class: inhibitors;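 note: plate controls were vehicle for no effect and no enzyme for full effect; nearly all actives have a fitted effect of over 30% in size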
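50 nM RECQ1T1 preincubated 15 min with compound in Tris pH 8.0 buffer with MgCl2, DTT, Tween-20 and 2.5 ug/ml poly(dI-dC); started with 200 nM TAMRA/BHQ-2 forked duplex and 2 mM ATP. Unwinding read as fluorescence (525/598 nm), two reads 2 h apart.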
* marks the source's active call; other numbers are inactive results; i = inactive; ? = inconclusive; · = not tested or not shown; & = joins results of further samples; [ ] = remark or other dose. Unless noted, calls come from the whole dose curve; as a rule, active = well fitted curve in the direction sought with a large enough effect; inconclusive = small, poorly fitted or top-dose-only effect, or another doubt; inactive = no such curve, though single readings can be large; an effect the other way counts as inactive or inconclusive. Potency is the fitted concentration of half-maximal effect.

SMILES	Tau fibril ThT	TexasRed fluor	L3MBTL1 block	Tau fluor cs	Tau FP inhib	TRb-SRC2 inh	HTT cytoprotect	RECQ1 helicase
CCN1C[C@]2(COC(=O)c3ccccc3N3C(=O)CC(C)C3=O)CC[C@H](OC)[C@@]34C5C[C@@H]6[C@@H](OC)C[C@@](O)(C5[C@H]6OC)[C@](O)([C@@H](OC)C23)[C@@H]14 (some centres not stated)	8%	-1%	·	7%	3%	-12%	-8%	i
O=[N+]([O-])c1ccc(O)c([N+](=O)[O-])c1	-11%	-3%&-4%	·	-4%	-3%	-3%&8%	-112%&-3%[inhibitor]	-14%
Cc1cccc2c3c(ccc12)C1=C(C(=O)C3=O)C(C)CO1 (configuration not stated)	7.9µM*	-4%	·	?	?	?	·	?
COc1cc(OC)cc(-n2nc(C(=O)N3CCC4(CC3)OCCO4)c3ccccc3c2=O)c1	-2%	-5%	·	4%	2%	-20%	1%	-1%
O=C(Cc1ccccc1)OCc1ccccc1	·	-1%	35%[activator]	·	·	13%	-48%[inhibitor]	-4%
O=C(O)CN1C(=O)CN=C(c2ccccn2)c2cc(Cl)ccc21	-8%	-3%	20%	-9%	-6%	3%	15%&21%[10 µM]	-14%
CC(=NCCCN1CCOCC1)c1c(O)n(-c2ccccc2C)c(=O)[nH]c1=O	-13%	-1%	7%	3%	-1%	4%	-3%[10 µM]	i
CC(C)N(Cc1nccn1C)C(=O)CCc1nnc(CCCc2ccccc2)o1	5%	-8%	43%[activator]	0%	1%	-10%	-1%[10 µM]	i
CCOc1ccc(N2CC(c3nc4ccccc4n3CCC3CCCCC3)CC2=O)cc1 (configuration not stated)	?	1%	·	-10%	-4%	-2%	·	·
CN(C)C(=Nc1ccccc1)P(=S)(N(C)C)N(C)C	-11%	-2%	·	-15%	-4%	2%	-21%	-14%
O=C(c1ccc2c(c1)N(Cc1c(F)cccc1Cl)C(=O)c1ccccc1S2)N1CCC2(CC1)OCCO2	-13%	-3%	·	-14%	1%	0%	·	·
COc1cc2c(cc1OC)C(C(=O)N(C)C1CCCCC1)C1CCCCN1C2=O (configuration not stated)	1%	-1%	8%	0%	8%	-8%	24%[10 µM]	2%
O=C(Nc1cccnc1)c1c(O)c2c(n(Cc3ccccc3)c1=O)CCCC2	-18%	0%	1%	-9%	1%	-2%	-1%[0.074 µM]	-14%
Ic1c(C2=CCCCC2)[se]c2ccccc12	-6%[81.4 µM]	-4%	·	-8%[81.3 µM]	-7%[81.3 µM]	7%	-23%	-1%[81.1 µM]
Cc1ccccc1-n1nc(C)c2c1NC(=O)CSC2c1ccc(Cl)cc1 (configuration not stated)	-10%	0%	·	-18%	14%	5%	·	·
COc1ccc(P2(=O)Nc3ccccc3N2)cc1	?	-1%	-12%	-2%	7%	-2%	-64%[inhibitor]	-7%
O=c1[nH]c(=S)n(Cc2ccco2)c(O)c1C=NCc1cccs1	-8%	-21%	·	-22%	-7%	-2%	8%[10 µM]	?
CCCC(C)C1(CC)C(=O)NC(=Nc2ccccc2OC)NC1=O (configuration not stated)	-15%	-5%	·	-6%	2%	-12%	-2%	?
O=C(c1ccc(N2CCCCCC2)c([N+](=O)[O-])c1)N1CCC2(CC1)OCCO2	-15%	0%	·	-7%	0%	-11%	?	-2%
CCC12C=CCN3CCC4(c5ccc(OC)cc5N(C)C4[C@@](O)(C(=O)OC)C1OC(C)=O)C32 (some centres not stated)	-3%	-3%	·	-6%	0%	1%	·	-5%
COc1c(O)ccc2c1-c1c3c(cc4c1C(C2)N(C)CC4)OCO3 (configuration not stated)	-14%	0%	-1%	-15%	-1%	2%	·	4%
CN1CCC(N(C)c2nc(-c3ccccc3)nc3ccccc23)CC1	-11%	-1%	·	-7%	4%	-7%	-24%[0.074 µM]	-4%
Cc1ccc(OCC(=O)N2CCN(CC3CC4C=CC3C4)CC2)cc1 (configuration not stated)	?	0%	·	-3%	1%	-21%	21%[10 µM]	11%
COc1ccccc1N=c1scc(-c2ccc(S(=O)(=O)N3CCCC3)cc2)n1C	?	?	·	?	10%	7%	·	·
CCC(C)N1C(=O)NC(=O)C2(Cc3cc(C)ccc3N(C)C2)C1=O (configuration not stated)	?	0%	-4%	-20%	?	5%	7%	i
C=CCn1c(O)c(C(C)=NCC2CCCO2)c(=O)[nH]c1=O (configuration not stated)	-2%	2%	10%	-1%	3%	-1%	-1%[10 µM]	i
O=C(/C=C/c1ccccc1)C1C(=O)c2ccccc2C1=O	?	-20%	4%	-3%	6%	1%	-30%[1.9 µM]	-5%
Cc1cc(C(=O)C[N+]23CCN(CC2)CC3)c(C)n1-c1ccc(Br)cc1	-7%	2%	·	3%	10%	10%	?	i
CCCCn1nc(C)c(C(=O)O)c1Cl	·	-2%	·	21%	0%	2%	4%[10 µM]	-3%
COc1ccc2nc(NC(=O)c3nc(S(=O)(=O)Cc4cccc(C)c4)ncc3Cl)sc2c1	14µM*	-1%	·	?	-10%	-3%	·	·
C[C@@H]1O[C@H](O[C@@H]2CC[C@@]3(C=O)[C@H]4CC[C@@]5(C)[C@@H](C6=CC(=O)OC6)CC[C@@]5(O)[C@@H]4CC[C@]3(O)C2)C[C@H](O)[C@@H]1O	·	-28%[53 µM]	·	·	·	4%[53 µM]	-2%[40.3 µM]	i
O=C(c1cc(-c2cccnc2)nc2ccc(Cl)cc12)N1CCC2(CC1)OCCO2	-3%	0%	-3%	3%	3%	-20%	-4%	i
CCN[C@]1(c2cccs2)CCCCC1=O	·	-1%[53 µM]	·	·	·	-4%[53 µM]	?	-2%[25.9 µM]
N/C(=N\[N+](=O)[O-])NCCCC(NC(=O)CNC(=O)c1ccccc1)C(=O)O (configuration not stated)	1%	-2%	-15%	9%	1%	-13%	5%	-5%
CC(=NCc1cccnc1)c1c(O)n(-c2ccc(C)cc2)c(=O)[nH]c1=O	-4%	-1%	2%	1%	2%	6%	-9%[0.074 µM]	-6%
CC(C)CCn1c(=O)c(C(=O)Nc2ccccc2S(N)(=O)=O)c(O)c2ccccc21	-17%	-5%	·	-19%	-8%	-6%	-24%	-22%
Cc1ccc(Cn2cc(C=O)c(-c3ccc(C)cc3)n2)cc1	-14%	2%	38%[activator]	-4%	5%	10%	30%[0.074 µM]	i
Cc1ccc(N2C(=O)NC(=O)/C(=C\c3cnc(-c4ccccc4)nc3)C2=O)cc1	?	8%	1%	-20%	?	13%	25%[10 µM]	-3%
O=C(COc1ccc(Br)cc1)N1CCN(C2CCCC2)CC1	-10%	1%	·	-8%	-1%	-1%	5%	i
O=C(Nc1ccc(Oc2ccccc2)cc1)c1ccc(F)c(S(=O)(=O)N2CCN(c3cccc(Cl)c3)CC2)c1	4%	-4%	·	0%	?	1%	·	·
CNC(=O)ON(C(=O)NC)C1N(C)C(=S)SC1(C)C (configuration not stated)	-9%	6%	·	-7%	-5%	-4%	-12%[0.074 µM]	-10%
COC(=O)C(O)(c1c(C)[nH]c2ccccc12)C(F)(F)F (configuration not stated)	-5%	-3%	9%	3%	-2%	-7%	15%	-4%
CC([C@H](O)c1ccccc1)N(C)C (some centres not stated)	-7%	0%	·	-3%	-2%	-7%	-4%	-4%

Molecules shown so far that have four or more nitrogen atoms, in the order listed:
SMILES	Tau fibril ThT	TexasRed fluor	L3MBTL1 block	Tau fluor cs	Tau FP inhib	TRb-SRC2 inh	HTT cytoprotect	RECQ1 helicase
CC(=NCCCN1CCOCC1)c1c(O)n(-c2ccccc2C)c(=O)[nH]c1=O	-13%	-1%	7%	3%	-1%	4%	-3%[10 µM]	i
CC(C)N(Cc1nccn1C)C(=O)CCc1nnc(CCCc2ccccc2)o1	5%	-8%	43%[activator]	0%	1%	-10%	-1%[10 µM]	i
CN(C)C(=Nc1ccccc1)P(=S)(N(C)C)N(C)C	-11%	-2%	·	-15%	-4%	2%	-21%	-14%
CN1CCC(N(C)c2nc(-c3ccccc3)nc3ccccc23)CC1	-11%	-1%	·	-7%	4%	-7%	-24%[0.074 µM]	-4%
COc1ccc2nc(NC(=O)c3nc(S(=O)(=O)Cc4cccc(C)c4)ncc3Cl)sc2c1	14µM*	-1%	·	?	-10%	-3%	·	·
N/C(=N\[N+](=O)[O-])NCCCC(NC(=O)CNC(=O)c1ccccc1)C(=O)O (configuration not stated)	1%	-2%	-15%	9%	1%	-13%	5%	-5%
CC(=NCc1cccnc1)c1c(O)n(-c2ccc(C)cc2)c(=O)[nH]c1=O	-4%	-1%	2%	1%	2%	6%	-9%[0.074 µM]	-6%
Cc1ccc(N2C(=O)NC(=O)/C(=C\c3cnc(-c4ccccc4)nc3)C2=O)cc1	?	8%	1%	-20%	?	13%	25%[10 µM]	-3%
CNC(=O)ON(C(=O)NC)C1N(C)C(=S)SC1(C)C (configuration not stated)	-9%	6%	·	-7%	-5%	-4%	-12%[0.074 µM]	-10%

Some of the compounds tested. The share of hits here may be higher or lower than overall.
